# TEAD-YAP inh = TEAD-YAP interaction inhibition, primary screen, TEAD-YAP interaction inhibitor project, luminescence, HEK-TIYL cells; TEAD-Gal4/YAP UAS-luciferase luminescence; inhibition, % at 9.12 µM; 640,000 tested, 1.4% active; AID 1259422, 2018; in the data active = inhibition above about 32%;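 note: 0% = median of test compound wells and 100% = reference inhibitor wells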
# FBW7 activator = FBW7 E3 ligase activators, primary screen, biochemical, AlphaScreen, human; F-box/WD repeat-containing protein 7 (Homo sapiens), Q969H0; AID 1259310, 2017; AlphaScreen FBW7–phospho-cyclin E peptide binding, activator screen; 650,000 tested, 0.13% active; normalized activity (activation), % at 26.1 µM; in the data active = normalized activity above about 1.9%;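 note: purified mutant Fbw7 with reduced substrate affinity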
# MITF inh = MITF inhibitors, primary screen, biochemical, AlphaScreen, human; inhibition, % at 2.6 µM; AID 1259374, 2018; AlphaScreen MITF homodimerization, bead proximity signal; 650,000 tested, 0.91% active; in the data active = inhibition above about 50%;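 note: 0% = vehicle wells with protein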
# Target sequence (O75030 whole entry, looked up): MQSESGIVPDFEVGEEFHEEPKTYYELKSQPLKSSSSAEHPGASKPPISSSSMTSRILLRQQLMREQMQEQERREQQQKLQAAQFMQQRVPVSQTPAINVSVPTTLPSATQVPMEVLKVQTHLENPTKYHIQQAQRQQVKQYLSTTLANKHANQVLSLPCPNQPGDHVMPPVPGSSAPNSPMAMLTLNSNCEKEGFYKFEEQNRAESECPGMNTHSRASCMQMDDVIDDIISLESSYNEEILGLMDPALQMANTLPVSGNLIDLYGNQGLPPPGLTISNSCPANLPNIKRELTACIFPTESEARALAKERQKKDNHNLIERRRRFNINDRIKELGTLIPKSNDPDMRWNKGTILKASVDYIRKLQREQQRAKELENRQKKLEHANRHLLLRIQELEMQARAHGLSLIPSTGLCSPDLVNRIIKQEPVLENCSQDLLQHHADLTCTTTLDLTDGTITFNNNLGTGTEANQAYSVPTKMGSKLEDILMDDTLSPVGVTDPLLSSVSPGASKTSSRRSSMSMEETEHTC
# GPR151 activ = activators of human GPR151, primary screen, cell-based, PathHunter beta-arrestin, luminescence; 650,000 tested, 1% active; AID 1508602, 2020; G-protein coupled receptor 151 (Homo sapiens), Q8TDV0; PathHunter beta-arrestin GPR151 cells; activation, % at 11.2 µM; in the data active = activation above about 4.9%;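 note: 0% = median of compound wells and 100% = cells with positive control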
# Target sequence (Q8TDV0 whole entry, looked up): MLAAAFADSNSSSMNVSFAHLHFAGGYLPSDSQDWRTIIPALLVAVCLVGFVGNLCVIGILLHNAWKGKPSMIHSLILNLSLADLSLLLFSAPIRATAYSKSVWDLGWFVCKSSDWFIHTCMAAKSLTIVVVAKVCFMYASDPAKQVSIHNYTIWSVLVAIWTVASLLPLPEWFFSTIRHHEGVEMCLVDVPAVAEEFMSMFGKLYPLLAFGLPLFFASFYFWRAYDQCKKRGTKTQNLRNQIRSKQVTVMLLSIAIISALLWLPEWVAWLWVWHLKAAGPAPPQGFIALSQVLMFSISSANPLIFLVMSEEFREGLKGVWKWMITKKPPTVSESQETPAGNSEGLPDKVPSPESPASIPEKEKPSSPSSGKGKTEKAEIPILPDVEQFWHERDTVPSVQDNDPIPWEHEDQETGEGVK
# The depositor's hits bear a star; & = joins results of further samples.
SMILES	TEAD-YAP inh	FBW7 activator	MITF inh	GPR151 activ
Cc1nc2c(C(=O)NCC3CCCO3)cnn2c(C)c1Cc1ccc(F)cc1Cl (centres undefined)	-8.0	0.0	-4.0	-0.6
COc1ccc(/C=N/NC(=O)CNc2ccc(Br)cc2)cc1OC	4.0	-0.1	16.7	0.8
O=C(CN1CCC(Cc2ccccc2)CC1)Nc1ccc(Cl)cn1	-9.9	-0.2	-5.6	3.2
Cc1nn(CC(=O)NCc2ccccc2)c(=O)c2ccccc12	-6.1	-0.3	3.8	0.9
N#C/C(=N\Nc1ccc(F)cc1)C(=N)N1CCOCC1	-36.9	0.2	6.2	0.0
C/C(=N\OC(=O)Nc1ccc(Cl)cc1)c1ncc(C(F)(F)F)cc1N1CCOCC1	4.1	0.1	1.5	3.1
CCOc1ccc(C2C(C(=O)Nc3ccc(C)c(F)c3)c3ccccc3C(=O)N2CCN2CCOCC2)cc1 (centres undefined)	-3.5	-0.1	4.5	-1.7
Nc1c(C(=O)Nc2ccccc2C(=O)O)sc2nc3c(cc12)CCC3	-5.6	0.0	-30.4	0.5
O=C(O)C1CCN(c2nc3cc(Br)ccc3s2)CC1	-18.9	0.1	14.8	-2.1
CCCOc1ccc(NC(=O)c2c(O)c3ccccc3[nH]c2=O)cc1	6.3	0.0	-4.8	3.8
CC(C)(C)c1ccc(C(=O)NC(=S)Nc2cccc(-c3nc4ncccc4o3)c2)cc1	-5.9	-0.1	-7.6	-0.8
COc1ccc(Sc2cc(Nc3ccc(C)cc3)c3c4c(onc24)-c2ccccc2C3=O)cc1	-0.7	-0.1	0.0	1.3
Cc1cc(CNC(=O)CN2C(=O)c3ccccc3C2=O)no1	4.1	0.6	13.8	-0.8
CCOc1ccccc1-n1nnnc1SCC(=O)NC	9.7	-0.1	2.3	-0.5
CC(=O)Nc1ccc(NC(=O)C(C)OC(=O)Cc2ccc(Br)cc2)cc1 (centres undefined)	4.5	0.5	15.7	-1.2
C=CCN1CCN(c2c(Cl)cccc2Nc2ncccn2)CC1	1.9	1.1	16.2	2.2
CC(C)CCn1c(SCC(=O)OCc2ccccc2)nc2c1c(=O)[nH]c(=O)n2C	3.8	0.1	-5.6	0.9
CCCn1c(CCC(=O)NC2CCN(C(=O)OCC)CC2)nc2cccnc21	7.6	0.0	-6.5	1.5
O=C(c1ccc2c(=O)n(CC3CCCO3)c(=S)[nH]c2c1)N1CC=C(c2ccccc2)CC1 (centres undefined)	-12.2	-0.1	-2.7	0.2
O=C(N1CCOCC1)n1ccnc1	-1.3	-0.1	-2.9	-1.9
CN(CCO)c1cc(N2CCOCC2)c([N+](=O)[O-])cc1[N+](=O)[O-]	15.0	0.1	14.8	1.3
CC(=O)Nc1ccc(-n2c(=O)c3ccccc3c3ccccc3c2=O)cc1	1.7	0.1	1.0	-1.2
O=S(=O)(NCC1(c2ccccc2)CCOCC1)c1ccccc1	0.8	0.2	13.1	0.1
O=C1CCCN1CC(=O)N1CCCC(CNC(=O)C2(c3ccc(Cl)cc3)CC2)C1 (centres undefined)	-3.7	-0.1	-0.9	0.4
Cc1ccc(NS(=O)(=O)c2ccc(NS(C)(=O)=O)cc2)cc1C	0.3	0.1	14.7	0.2
O=C(CCc1ccccc1)NNC(=O)COc1ccccc1Cl	-6.1	-0.2	-8.4	-1.2
CC(=O)Nc1ccc(Nc2nc(-c3ccc(C(=O)N4CCN(C)CC4)cc3)nc3nc[nH]c23)cc1	-4.0	-0.4	9.7	-1.0
COC(=O)c1ccc(CNc2nc(C)c(-c3ccn(CC4CCCN(C)C4)n3)s2)cc1 (centres undefined)	0.3	0.1	-2.3	0.8
O=c1c2ccccc2nc(SCc2ccc(OC(F)(F)F)cc2)n1Cc1ccc2c(c1)OCO2	4.8	0.1	2.3	0.5
COc1ccc(N2C(=O)CN=C2Nc2ccc(F)cc2)cc1OC	-6.8	-0.1	-4.1	-0.4
Cc1sc2nc(C)n(C3CCN(CC(=O)N4CCCC4)CC3)c(=O)c2c1C	26.9	0.1	-3.2	0.4
COc1ccc(S(=O)(=O)Nc2ccc(Cl)c(C(F)(F)F)c2)cc1	4.1	0.9	7.8	-1.1
Cc1cc(Br)ccc1NC(=O)CCCNC(=O)Cn1cnc2sc3c(c2c1=O)CCCC3	1.4	-0.1	-5.4	0.3
COc1cc2cc(CN(CCO)C(=O)c3ccncc3)c(=O)[nH]c2cc1OC	-10.7	-0.1	-12.7	-0.2
O=C(O)c1cc2n(n1)C(C(F)(F)F)CC(C1CC1)N2 (centres undefined)	-8.6	-0.2	-5.5	1.0
COCC(=O)Nc1nnc(SCC(=O)Nc2cccc(C)c2C)s1	10.0	0.1	-17.8	0.4
COCCC(=O)Nc1ccc2c(c1)CN(Cc1cccn1-c1ccccn1)CC2	2.0	-0.1	2.3	2.1
CCn1cc(C(=O)N2CCOCC2)c(=O)c2cc(S(=O)(=O)N3CCOCC3)ccc21	4.5	-0.1	12.6	-0.1
O=C(O)c1n[nH]c(C(=O)O)c1[N+](=O)[O-]	14.6	0.3	-0.2	-1.8
Cc1nc2sccn2c(=O)c1CCN1CCC(=C(c2ccccc2)c2ccc(F)cc2)CC1	1.4	-0.2&-0.1	8.4&10.5	-0.4&-0.1
CCOC(=O)C1CCN(c2c(Nc3cccc(CC)c3)c(=O)c2=O)CC1	-2.1	0.2	-5.7	-0.5
Nc1nc(-c2ccc(N3CCOCC3)c(F)c2)cs1	18.4	-0.1	6.3	-4.2
COc1ccc(N2CCN(c3cc(N4CCN(CCO)CC4)ccc3[N+](=O)[O-])CC2)cc1	4.1	-0.1	2.4	-0.1
CCOc1ccc(S(=O)(=O)N(CC(N)=O)c2ccc(C)cc2)cc1	-14.4	-0.1	-13.8	-0.3
COCCN1Cc2cccc(C(=O)Nc3ccc(C(=O)OC)cc3)c2C1=O	5.5	0.1	5.5	-0.7
O=c1[nH]cnc2c(Cl)cc(Cl)cc12	4.1	0.1	10.8	-1.7
c1ccc2c(c1)OCC(c1nc3ccc(-c4ccnc5[nH]ccc45)cc3[nH]1)O2 (centres undefined)	-38.5	0.3	20.1	1.3
COc1ccc(/C=N\NC(=O)CSc2nc(C)cc(C)n2)cc1OC	4.6	0.0	5.7	-0.2
CC(=O)c1cc(CN2CCC(Oc3ccc(C(=O)NCc4ccncc4)cc3)CC2)cs1	18.4	0.0	-1.6	-1.2
O=c1c2sccc2nc(SCc2ccc(Cl)cc2)n1Cc1ccccn1	-7.5	-0.1	-3.9	-0.2
Cc1cc(C)c(C#N)c(OCc2ccc(Cl)nc2)n1	-5.1	0.0	5.7	-1.6
CC1CCN(Cc2cc(Br)c3cccnc3c2O)CC1	47.3*	-0.9	68.7*	-0.1
CCCNc1ccnc(-c2c(C)noc2C)n1	5.8	0.1	11.5	-0.6
CC1CCN(C(=O)C(Cc2ccccc2)n2cccc2)CC1 (centres undefined)	0.0	0.0	14.6	-0.2
CN1CCN(C(=S)Nc2cccc(C(F)(F)F)c2)CC1	0.9	-0.1	-5.1	0.7
COc1ccccc1N1CCN(C2CCCN(C3CCCC3)C2)CC1 (centres undefined)	3.2	-0.2	0.8	0.8
CCC1CN(CCC(=O)NCCCOc2cccnc2)Cc2ccc(Cl)cc2O1 (centres undefined)	-11.2	-0.2	2.3	1.3
C=CCN1C(=O)CSc2ccc(C(=O)O)cc21	-10.1	-0.2	4.4	-0.2
CCCCN(C)C(=O)c1sc2ncn(CC(=O)Nc3cccc(C(F)(F)F)c3)c(=O)c2c1C	3.1	0.1	-6.8	-0.8
Brc1ccc(-c2nc(-c3ccccc3)[nH]c2-c2ccc(Br)cc2)cc1	-4.3	-0.1	-7.5	0.2

# Taken from above:
# O=C(O)C1CCN(c2nc3cc(Br)ccc3s2)CC1 | FBW7 activator: 0.1
# O=C(O)c1cc2n(n1)C(C(F)(F)F)CC(C1CC1)N2 (centres undefined) | TEAD-YAP inh: -8.6

# (more compounds)
SMILES	TEAD-YAP inh	FBW7 activator	MITF inh	GPR151 activ
CNC(=S)N1CCC(c2nc3cc(C)c(C)cc3[nH]2)CC1	-6.2	-0.2	-0.3	-0.6
CC(=O)Nc1ccc(SCc2cccc(F)c2)nn1	-13.3	0.4	7.9	-0.7
COCC(=O)Nc1nnc(CCc2ccccc2)s1	-12.5	0.0	9.1	-0.3
CN(Cc1ccccc1)c1nc2c(c(=O)n(C)c(=O)n2C)n1CCCc1ccccc1	2.1	-0.1	8.0	1.2
CS(=O)c1ccc2c(c1)CCN2C(=O)Nc1ccc(Cl)cc1 (centres undefined)	-28.3	-0.1	7.0	-0.1
CC(NC(=O)CN(C)Cc1cccs1)c1ccccc1 (centres undefined)	-5.5	0.1	10.0	0.0
CCCCCC1CCC(c2ccc(-c3noc(-c4c(-c5ccccc5Cl)noc4C)n3)cc2)CC1 (centres undefined)	-3.7	0.1	6.9	0.3
CC1CCCCC1NC(=O)CN(Cc1ccccc1)S(=O)(=O)c1ccc(F)cc1 (centres undefined)	-10.3	0.0	6.0	-0.1
Cc1ccc(C(NC(=O)/C=C\c2ccc3c(c2)OCO3)C(=O)Nc2ccc3c(c2)OCCO3)cc1 (centres undefined)	-3.9	0.1	6.9	-1.7
O=C(Cn1c(=O)n(CCc2ccccc2)c(=O)c2ccccc21)Nc1cc(F)ccc1F	-7.7	0.0	4.1	0.1
Cc1cccc(-c2nc(C)c(CCNC(=O)C(=O)Nc3ccc(F)cc3F)s2)c1	-7.5	0.0	-5.5	0.4
CCOC(=O)c1c(CN2CCOCC2)n(CC(=O)OC)c2cc(Br)c(OC)cc12	6.0	0.5	12.6	1.2
CC(C)(C)n1nc2c(c1-n1cccc1)CN(C(=O)c1cnccn1)C2	-12.9	0.5	9.8	0.6
COc1cc(NC(=O)CS(=O)(=O)c2ccccc2)c(OC)cc1Cl	-3.8	0.1	10.9	0.9
COCCCn1c(=NC(=O)c2cccnc2)c(C#N)cc2c(=O)n3ccccc3nc21	7.5	-0.1	-0.2	-1.0
Cc1ccc2cc(C#N)c(SCC(=O)Nc3nonc3C)nc2c1	2.2	0.0	16.6	0.1
CCCc1ncc(C(O)c2ccc(OC)c(OC)c2)n1C (centres undefined)	4.7	0.1	6.8	2.5
COc1ccc(S(=O)(=O)N2CCC(C(=O)Nc3ccccc3F)CC2)cc1OC	3.0	0.0	-13.7	-0.4
O=C(CSc1ccc2nnc(-c3ccccc3)n2n1)Nc1ccccc1F	2.6	0.9	9.4	-0.7
CCOC(=O)N1CCN(C(=S)Nc2cccc(C(F)(F)F)c2)CC1	-1.0	0.4	-0.8	-2.1

# Three entries from above, field by field:
structure: CC(=O)Nc1ccc(SCc2cccc(F)c2)nn1
  TEAD-YAP inh: -13.3
  FBW7 activator: 0.4
  MITF inh: 7.9
  GPR151 activ: -0.7

structure: COc1cc(NC(=O)CS(=O)(=O)c2ccccc2)c(OC)cc1Cl
  TEAD-YAP inh: -3.8
  FBW7 activator: 0.1
  MITF inh: 10.9
  GPR151 activ: 0.9

structure: CCOC(=O)N1CCN(C(=S)Nc2cccc(C(F)(F)F)c2)CC1
  TEAD-YAP inh: -1.0
  FBW7 activator: 0.4
  MITF inh: -0.8
  GPR151 activ: -2.1

# (more compounds)
SMILES	TEAD-YAP inh	FBW7 activator	MITF inh	GPR151 activ
CC(C)=CCN1CCNC(=O)C1CC(=O)N1CCN(c2nc(C)cnc2C)CC1 (centres undefined)	0.6	-0.2	1.4	-0.3
Cc1ccc(Nc2nc(NC3CCCCC3)nc(NC3CCCCC3)n2)cc1	-4.8	-0.2	-3.3	2.4
CCOC(=O)c1ccc(NC(=O)c2ccc(Cc3ccc(C)cc3)o2)cc1	-59.5	0.0	-6.2	-0.6
CC(C)c1ccc2nc(-c3ccc(N4C(=O)c5cccc(F)c5C4=O)cc3)[nH]c2c1	-8.8	0.0	-4.4	-0.5
COc1ccc(-c2c(C(F)(F)F)oc3cc(O)cc(O)c3c2=O)cc1	2.5	0.0	-3.2	1.2
O=C(Cn1ncc2ccsc2c1=O)N1CCN(Cc2ccccc2)CC1	1.6	0.1	-0.5	0.7
CCCNC(=O)Cn1cnc2sc(C(=O)NC3CCCCC3)c(C)c2c1=O	0.0	0.2	3.8	-0.9
O=C(Nc1ccccc1C(=O)Nc1ccccc1)c1ccc(Cl)c([N+](=O)[O-])c1	-3.8	0.0	-5.6	0.0
Cc1cc(C(=O)NCCN(C)C2CCCCC2)n(-c2ccccc2)n1	0.5	0.0	15.9	0.2
COc1ccc(/C=C2\Sc3ccc(C(=O)O)cc3NC2=O)cc1OC	-6.0	0.1	-6.2	-0.2
Cc1ccc(C)c(N(CC(=O)NCCC2=CCCCC2)S(C)(=O)=O)c1	8.0	0.1	10.4	0.6
O=C(Nc1ccc2nccnc2c1)N1CCCC1	-16.2	0.2	18.6	1.0
O=C(NC1CCCCC1)c1sc(=S)n2c1[nH]c(=O)c1ccccc12	9.1	-0.1	8.8	2.3
Cc1cc(N2CCOCC2)nc2ccc(NC(=O)c3ccccc3[N+](=O)[O-])cc12	-4.0	-0.3	3.0	-0.3
O=C1c2ccccc2C(=O)N1c1cccc(N2C(=O)c3ccccc3C2=O)c1	1.4	0.0	-9.0	-0.1
C=CCn1c(=O)c2c(nc3n(C)c(C)c(C)n23)n(C)c1=O	0.0	0.0	-8.3	0.2
COc1cc(NC(=O)c2ccc(C)cc2Cl)cc(OC)c1	9.6	0.0	-3.9	-3.2

# Compound activity from PubChem.
